bCat nuc transl: alters nuclear translocation of beta-catenin in HeLa cells. immunofluorescence imaging. nuclear translocation activity, % at 5 µM. actives 0.3% (n = 190,000). AID 1665;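 active = nuclear translocation activity above 50% at 5 µM, with a well cell count of 50 or more; inconclusive = wells under 50 cells across six images, flagged as toxic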;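 note: per-cell ratio of nuclear to cytoplasmic median beta-catenin stain intensity; plate controls were DMSO negative control for no effect and GSK-3 inhibitor IX positive control for full effect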
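Test system: HeLa cells, endogenous beta-catenin; Compound: single 5 µM dose plus 0.02–20 µM confirmation series; Times: compound exposure 24 h at 37°C; Signal: fluorescence imaging of beta-catenin antibody stain plus DAPI; Read-out: % activation, nuclear-to-cytoplasmic median beta-catenin signal ratio per cell.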
WT yeast gro inh: growth inhibition of WT yeast, mitochondrial fusion screen | inhibition, % at 10 µM | actives 2.1% (n = 190,000) | mitochondrial fusion phenotypic screen, WT strain; in the data active = inhibition above about 58%; tested in S. cerevisiae
SV40 large T antigen: TAg ATPase/helicase activity blockers – biochemical (AID 1903) | inhibition, % at 20 µM, or IC50 in µM where a hit was titrated | SV40 large T antigen ATPase/helicase inhibition assay; higher % means a stronger effect | actives 0.39% (n = 310,000); in the data active = a potency from the dose series; inconclusive = inhibition mostly from about 32% at the one dose, without a potency; inactive = the rest, 99 in 100 with inhibition below about 32%; note: strong numbers were not always called active
West Nile antiviral: inhibition of WNV-induced cytopathic effect – cell-based, CPE readout (AID 1621); West Nile virus-infected cells, CPE inhibition; higher % means a stronger effect; CPE inhibition, % at 10 µM; hits with a dose series show IC50 in µM; actives 0.02% (n = 290,000); in the data active = a potency from the dose series; inconclusive = CPE inhibition mostly from about 3.7% at the one dose, without a potency; inactive = the rest, 99 in 100 with CPE inhibition below about 2.2%; note: strong numbers were not always called active
Rac1 GTP hydrolysis: MgcRacGAP GTPase-activating activity inhibitors, confirmation, biochemical, ADP Hunter fluorescence | one-dose inhibition, % at 30 µM; IC50 in µM for titrated hits | MgcRacGAP-stimulated Rac1 GTP hydrolysis, ADP Hunter fluorescence; higher % means a stronger effect; GST-tagged Rac1 F28L mutant substrate | actives 0.6% (n = 340,000) | AID 624330;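 active = first-screen hits whose inhibition reached a set limit at any dose in the follow-up dose series; inconclusive = inhibition above the set first-screen limit but never retested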;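 note: fluorescence reports GDP produced by GAP-driven GTP hydrolysis; strong numbers were not always called active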
T cell modulator: T cell immune modulators affecting CD8 T cell-vesicle binding | 2C CD8+ T cell-vesicle binding, flow cytometry; hits give low values | AID 2052 | calls only at 7 µM | actives 0.068% (n = 330,000);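 active = response, share of CD8 T cells binding vesicles, and their 90th percentile fluorescence all below set limits, cut at about 80% in these data, passing the limit was not always enough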
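Test system: purified 2C TCR transgenic mouse naive CD8+ T cells. Probe or stimulus: QL9-peptide-loaded Drosophila micro-vesicles bearing Ld, ICAM-1 and B7-1. Incubation: binding step 1.5 h, 37 °C, antibody labelling 20 min, ice. Measured by: flow cytometry of vesicle-bound cells.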
RSV antiviral HEp-2: RSV antiviral activity via CPE protection, HEp-2 cells, primary 10 µM value included (AID 2391) | actives 0.13% (n = 310,000) | CPE inhibition, % at 10 µM, or IC50 in µM where a hit was titrated | HEp-2 cells, RSV-induced CPE inhibition; higher % means a stronger effect; in the data active = a potency from the dose series; inconclusive = CPE inhibition mostly from about 23% at the one dose, without a potency; inactive = the rest, 99 in 100 with CPE inhibition below about 21%; note: strong numbers were not always called active
Myeloid diff MLP: compounds promoting myeloid differentiation. ER-HoxA9 myeloid progenitors, lysozyme-GFP differentiation, flow cytometry. calls only at 10 µM. actives 1% (n = 360,000). AID 624256;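 active = normalized GFP-positive differentiation at or above the plate's own cutoff, the solvent-only control mean plus 3 SD; inconclusive = no clear call, values can overlap the other calls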;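 note: cells exposed to compound for four days before flow analysis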
PhoP inhibition: PhoP-dependent GFP reporter repression – Salmonella Typhimurium, primary screen (AID 1863); inhibition, % at 50 µM, or IC50 in µM where a hit was titrated; actives 0.16% (n = 300,000); S. Typhimurium PhoP-regulated promoter GFP reporter, 4 h; higher % means a stronger effect;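 active = inhibition over 29.93%, a cutoff 3 SD above the screen mean, later confirmed by dose response; inconclusive = inhibition over 29.93% but no dose response follow-up; inactive = inhibition at most 29.93% or unconfirmed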;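 note: 0% = low Mg2+ inducing control and 100% = high Mg2+ repressing control; strong numbers were not always called active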
WT yeast gro inh mutant strain: second read-out of WT yeast gro inh, no call of its own (marks repeat the call); inhibition, %; mitochondrial fusion phenotypic screen, mutant strain inhibition
bCat nuc transl cell count 5 µM: recorded beside bCat nuc transl, whose call it bears; cell count; measured here: cell count, cytotoxicity flag
T cell modulator vesicle-bound %: recorded beside T cell modulator, whose call it bears; double positive events, %; measured here: CD8+ vesicle-bound cell fraction;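 binding gate set so that unloaded-vesicle control wells show 10% double positive cells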
Myeloid diff MLP GFP+ MAC1+ %: also measured in Myeloid diff MLP; calls as there; GFP+ MAC1+ double positive, %; measured here: differentiation confirmed by MAC1 staining
An asterisk follows results filed as active; i = inactive; ? = inconclusive; nt = not tested or not shown. Not a hit list, and some 3.6% of all compounds hit somewhere here.

SMILES	bCat nuc transl	bCat nuc transl cell count 5 µM	WT yeast gro inh	WT yeast gro inh mutant strain	SV40 large T antigen	West Nile antiviral	Rac1 GTP hydrolysis	T cell modulator	T cell modulator vesicle-bound %	RSV antiviral HEp-2	Myeloid diff MLP	Myeloid diff MLP GFP+ MAC1+ %	PhoP inhibition
CCOC(=O)N1CCc2c(sc(NC(=O)Cc3ccccc3)c2C(=O)c2ccc(OC)cc2)C1	0.4	1337	nt	nt	6.1%	-0.1%	4.2%	i	47.4	20.2%	i	0.4	-11.1%
O=C(NC1CC1)c1cccc(S(=O)(=O)Nc2ccccc2F)c1	nt	nt	nt	nt	3.0%	nt	2.9%	i	61.8	3.3%	i	0.9	-4.0%
Cc1c(Cl)cccc1NC(=S)N1CCN(c2ccc([N+](=O)[O-])cn2)CC1	0.2	1273	nt	nt	2.8%	-0.1%	-2.7%	i	32.0	2.9%	i	0.9	-0.5%
CC(/C=N/NC(=O)Cc1cccn1C)=C\c1ccco1	1.1	1084	17.8	25.7	21.0%	-0.2%	8.1%	i	24.1	1.8%	i	1.1	-0.3%
CC(Oc1ccccc1)C(=O)N1CCC2(CC1)Oc1ccc(F)cc1C(=O)C21CC(c2ccccc2)=NO1 (stereo unspecified)	nt	nt	nt	nt	7.1%	0.6%	10.4%	i	20.3	2.2%	i	2.4	-0.3%
COc1cc(C(=O)NCCc2ccc(S(N)(=O)=O)cc2)cc(OC)c1OC	-1.4	1150	43.2	22.1	24.7%	nt	4.7%	i	42.4	0.3%	i	7.3	-12.0%
CC(=O)Nc1ccc(NC(=O)CSc2nc(=O)n(Cc3ccncc3)c3c2CCC3)cc1	nt	nt	nt	nt	8.3%	nt	7.6%	i	56.9	0.1%	i	1.1	-1.1%
O=C1CCCN1CCCNc1ncnc2c1cnn2-c1ccc(Cl)cc1	1.0	1061	9.9	3.0	15.8%	-0.3%	-0.6%	i	33.4	8.2%	i	2.0	-4.0%
CCOc1ccc(S(=O)(=O)N/N=C(\C)Cc2ccc(OC)cc2)cc1	-0.9	999	-3.0	2.0	17.1%	0.1%	0.5%	i	26.7	-1.2%	i	0.7	-0.2%
CCCCNC(=S)NNC(=O)c1cc(C)on1	-2.2	1492	-9.1	-0.9	7.5%	0.3%	5.6%	i	40.0	0.9%	i	1.5	4.5%
CCCOc1ccc(-c2c(C(=O)N/N=C(\C)c3cccnc3)nnn2-c2nonc2N)cc1	nt	nt	nt	nt	-0.2%	-0.2%	4.9%	i	61.3	-0.4%	i	0.4	9.1%
CCOC(=O)c1c(C)oc2c1c(C(c1ccncc1)N1CCOCC1)c(O)c1ccccc12 (stereo unspecified)	nt	nt	32.5	29.3	28.6%	1.1%	nt	i	56.5	0.8%	nt	nt	-16.3%
CCOC(=O)CSc1nnc(NC(=O)c2cccc([N+](=O)[O-])c2C)s1	-0.1	1087	3.5	1.4	14.9%	0.0%	6.9%	i	39.5	10.3%	i	0.3	16.4%
Cc1cccc(C(=O)N[C@H](C(=O)Nc2nc3ccc(S(C)(=O)=O)cc3s2)C(C)C)c1	0.7	1494	0.3	5.8	5.4%	-0.3%	3.8%	i	40.1	-1.4%	i	0.3	3.4%
Cc1ccc(S(=O)(=O)NCC(=O)N/N=C/c2ccccc2O)cc1	1.9	914	-15.6	-21.1	7.5%	-0.9%	1.0%	i	60.2	-1.7%	i	0.2	-13.3%
Cc1ccc2c(c1)C1OCCC1C1N2C(=O)C2C(C(=O)O)C3C=CC21O3 (stereo unspecified)	-0.7	954	-6.5	2.8	2.8%	-0.2%	-0.3%	i	15.8	0.5%	i	0.0	-12.5%
O=C(CNC(=O)c1ccccc1)NCC(O)c1ccc([N+](=O)[O-])cc1 (stereo unspecified)	nt	nt	nt	nt	-2.5%	-0.1%	-4.8%	i	8.4	0.8%	i	1.5	10.0%
C[C@@H]1CN(C2CCN(Cc3nc(C(c4ccccc4)c4ccccc4)no3)CC2)C[C@H](C)O1	0.3	1590	14.1	17.7	20.2%	-0.9%	5.2%	nt	nt	-1.6%	i	0.3	-5.8%
Cc1ccc(S(=O)(=O)N2CCCCC2)cc1NC(=O)Cn1c(=O)cnc2ccccc21	0.0	906	-0.5	0.9	3.1%	-0.1%	10.3%	i	43.8	3.8%	i	0.2	-0.6%
CCOc1ccc(-c2noc(CCC(N)=O)n2)cc1OCC	-2.3	752	10.3	18.8	3.8%	0.4%	2.8%	i	11.4	0.3%	i	0.8	3.9%
Oc1ccc(/C=N/Nc2ncnc3c2ncn3Cc2ccccc2)cc1O	13.0	771	2.1	-10.2	3.87µM*	-0.4%	23µM*	i	50.5	10.4%	i	0.3	16.5%
CCOC(=O)CSc1nc2ccccc2c(=O)n1CCC(=O)NCCc1ccc(OC)c(OC)c1	nt	nt	-13.0	-4.5	-0.3%	1.2%	3.4%	i	40.5	0.2%	i	0.8	-2.5%
CCc1ccc2c(c1)cc(C)c1nnc(SCC(=O)Nc3cc(OC)c(OC)cc3C(=O)O)n12	-0.1	986	6.6	13.5	5.2%	0.5%	7.7%	i	41.8	0.2%	i	0.2	-5.4%
COc1cc([N+](=O)[O-])c2ncsc2c1	2.2	511	5.3	15.8	3.3%	-0.5%	3.2%	i	24.4	5.4%	i	0.2	5.5%
O=C(CC1SC2=NCCN2C1=O)Nc1ccccc1 (stereo unspecified)	-0.9	1138	-5.9	-2.9	13.3%	-0.3%	5.3%	i	28.2	1.2%	i	0.8	1.2%
CN1CCN(C(=S)NC(=O)/C=C/c2ccccc2Cl)CC1	0.2	958	-2.8	-3.5	nt	0.6%	0.3%	i	44.4	2.2%	i	0.2	nt
CC(=O)c1ccc(N2CCN(C(=O)Nc3ccc(F)cc3F)CC2)cc1	0.0	1107	7.2	-15.3	-1.0%	-0.7%	6.2%	i	39.6	2.4%	i	0.6	-1.7%
CC(=O)c1cnc2c(-c3ccc(Cl)cc3)c(C)nn2c1C	3.9	1075	-4.5	4.0	9.0%	0.0%	11.1%	i	29.2	0.5%	i	0.5	4.3%
CCn1c(C)c(/C=N/Nc2nc3ccccc3s2)c2ccccc21	-1.6	1203	-23.3	-33.8	-3.6%	-0.9%	11.1%	i	34.0	2.7%	i	8.0	-2.0%
CCCCNC(=O)C(=O)N/N=C/c1ccc(C(=O)OC)cc1	-1.0	1110	-5.8	-8.2	10.2%	1.7%	-3.8%	i	35.6	0.8%	i	1.4	-1.6%

Eight of the compounds above, with two lines to a compound:
Every second line gives: bCat nuc transl, bCat nuc transl cell count 5 µM, WT yeast gro inh, WT yeast gro inh mutant strain, SV40 large T antigen, West Nile antiviral, Rac1 GTP hydrolysis, T cell modulator, T cell modulator vesicle-bound %, RSV antiviral HEp-2, Myeloid diff MLP, Myeloid diff MLP GFP+ MAC1+ %, PhoP inhibition
CCc1ccc2c(c1)cc(C)c1nnc(SCC(=O)Nc3cc(OC)c(OC)cc3C(=O)O)n12
    -0.1, 986, 6.6, 13.5, 5.2%, 0.5%, 7.7%, i, 41.8, 0.2%, i, 0.2, -5.4%
COc1cc([N+](=O)[O-])c2ncsc2c1
    2.2, 511, 5.3, 15.8, 3.3%, -0.5%, 3.2%, i, 24.4, 5.4%, i, 0.2, 5.5%
O=C(CC1SC2=NCCN2C1=O)Nc1ccccc1 (stereo unspecified)
    -0.9, 1138, -5.9, -2.9, 13.3%, -0.3%, 5.3%, i, 28.2, 1.2%, i, 0.8, 1.2%
CN1CCN(C(=S)NC(=O)/C=C/c2ccccc2Cl)CC1
    0.2, 958, -2.8, -3.5, nt, 0.6%, 0.3%, i, 44.4, 2.2%, i, 0.2, nt
CC(=O)c1ccc(N2CCN(C(=O)Nc3ccc(F)cc3F)CC2)cc1
    0.0, 1107, 7.2, -15.3, -1.0%, -0.7%, 6.2%, i, 39.6, 2.4%, i, 0.6, -1.7%
CC(=O)c1cnc2c(-c3ccc(Cl)cc3)c(C)nn2c1C
    3.9, 1075, -4.5, 4.0, 9.0%, 0.0%, 11.1%, i, 29.2, 0.5%, i, 0.5, 4.3%
CCn1c(C)c(/C=N/Nc2nc3ccccc3s2)c2ccccc21
    -1.6, 1203, -23.3, -33.8, -3.6%, -0.9%, 11.1%, i, 34.0, 2.7%, i, 8.0, -2.0%
CCCCNC(=O)C(=O)N/N=C/c1ccc(C(=O)OC)cc1
    -1.0, 1110, -5.8, -8.2, 10.2%, 1.7%, -3.8%, i, 35.6, 0.8%, i, 1.4, -1.6%

(further entries)
SMILES	bCat nuc transl	bCat nuc transl cell count 5 µM	WT yeast gro inh	WT yeast gro inh mutant strain	SV40 large T antigen	West Nile antiviral	Rac1 GTP hydrolysis	T cell modulator	T cell modulator vesicle-bound %	RSV antiviral HEp-2	Myeloid diff MLP	Myeloid diff MLP GFP+ MAC1+ %	PhoP inhibition
CCc1ccccc1Nc1nc(N)nc(COC(=O)c2c(C)noc2C)n1	nt	nt	nt	nt	nt	nt	3.4%	i	13.4	3.2%	i	0.5	nt
CC(C)CC(NC(=O)COc1ccccc1)C(=O)O (stereo unspecified)	3.6	1329	15.2	-0.9	10.2%	nt	2.1%	i	42.4	1.4%	i	0.0	-6.7%
Cc1ccsc1/C=N/NC(=O)c1ccc2ccccc2c1	nt	nt	nt	nt	8.7%	0.6%	-4.1%	i	9.5	2.5%	?	nt	2.5%
Cc1ccc(C(=O)NC(=S)Nc2ccccc2C(F)(F)F)c(C)c1	-1.4	1191	5.7	2.3	-1.1%	-0.5%	9.0%	i	10.1	0.1%	i	1.0	0.7%
Cc1noc(C)c1COC(=O)c1csc2c1CCC(C)C2 (stereo unspecified)	nt	nt	nt	nt	nt	nt	-1.4%	i	24.3	1.6%	i	0.4	nt
O=C(NC1CCCCC1)C1CC(=O)N(c2ccc(Cl)cc2)C1 (stereo unspecified)	nt	nt	-2.4	-2.5	1.4%	-0.5%	-3.5%	i	17.3	-0.1%	i	0.9	6.7%

Screening results deposited in PubChem by several laboratories.
